Screens from PubChem BioAssay.
H9c2 TAG inh: inhibitors of triacylglycerol accumulation; inhibition, % at 12.5 µM; AID 651582; H9c2 cells, Nile Red lipid (TAG) fluorescence; cells loaded with 200 µM oleic acid; hit rate 0.66% among 230,000;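 active = pattern-corrected inhibition of lipid staining of at least 50% with the nuclear-stain viability signal not falling by more than 50%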;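 note: 0% = DMSO wells and 100% = triacsin C control wells; some results filed as inactive read as strong as hits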
H9c2 TAG inh DAPI viability: further read-out of H9c2 TAG inh, marked with its call; DAPI nuclei signal change (viability), lower = more cytotoxic, %;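 whole-well DAPI fluorescence read on a plate reader as a viability signal; minus 50 percent equals half of cells still viable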
The depositor's hits bear a star.

SMILES | H9c2 TAG inh | H9c2 TAG inh DAPI viability
O=c1c(/C=N/Nc2ccccc2)c(Sc2nnnn2-c2ccccc2)nc2ccccn12 | -215 | -28
CSc1cccc(NC(=O)CN(c2cccc(C)c2)S(C)(=O)=O)c1 | 7 | -4
O=C(Nc1cnc2ccccc2c1)C1COc2ccccc2O1 (configuration not stated) | -16 | 7
CN(CCOc1ccccc1)C(=O)c1ccc(OC2CCN(C(=O)C3CC3)CC2)cc1 | -64 | 15
COc1ccccc1N(CC(=O)Nc1c(C)n(C)n(-c2ccccc2)c1=O)S(=O)(=O)c1ccccc1 | -2 | 7
O=C(OCC(=O)N1CCc2ccccc21)c1cccnc1 | 9 | -9
COC(=O)CSC1=C(C#N)C(c2sccc2C)CC(=O)N1 (configuration not stated) | 5 | -2
O=C(/C=C/c1ccc([N+](=O)[O-])cc1)c1ccccc(=O)c1O | 3 | -14
Cc1ccc(S(=O)(=O)N2CCC(C(=O)NNC(=O)c3ccncc3)CC2)cc1 | 1 | 1
CN(CC(=O)Nc1ccc(N2CCOCC2)cc1)C(=O)CCCOc1ccc(Cl)cc1Cl | -6 | -8
CCOC(=O)Cc1nnc(Nc2cccc(C)c2)c2ccccc12 | -8 | -15
COc1ccc(/C=N\NC(=O)c2ccc(Cn3cc(Br)c([N+](=O)[O-])n3)o2)c(OC)c1C | 38 | -28
COc1ccc(S(=O)(=O)N2CCN(C)CC2c2ccccc2)cc1 (configuration not stated) | 4 | 2
O=C(NN1CCN(Cc2ccccc2)CC1)c1ccc(Cl)cc1 | 1 | 4
COc1ccc(/C(O)=C2\C(=O)C(=O)N(Cc3ccco3)C2c2ccc(OC)cc2OC)cc1 (configuration not stated) | 2 | -1
O=C(CCCC(=O)N/N=C/c1ccccc1C(=O)O)N/N=C/c1ccccc1C(=O)O | -2 | 2
Cc1ccc(S(=O)(=O)c2cccc(S(=O)(=O)N3CCOCC3)c2)cc1S(=O)(=O)N1CCOCC1 | -3 | -1
O=C(COc1cccc(Br)c1)Nc1ccc(N2CCOCC2)cc1N1CCOCC1 | -34 | -1
CCC(C)NC(=O)COC(=O)c1csc2c1CCCC2 (configuration not stated) | 15 | -6
O=C(O)COCC(=O)Nc1ccc(-n2nc(C(F)(F)F)cc2-c2cccs2)cc1 | 3 | -5
C=CCNS(=O)(=O)c1ccc(N2C(=O)c3ccccc3C2=O)cc1 | 2 | -1
CCCN1CCN(C(=O)c2ccccc2-c2nc3ccccc3s2)CC1 | -3 | -7
CCN1CCN(c2ccc(S(=O)(=O)N3CCOCC3)cc2NC(=O)c2sccc2C)CC1 | 3 | 0
COCCCNC(=O)COC(=O)c1ccc(-c2nc3ccccc3s2)s1 | -4 | 13
O=[N+]([O-])c1ccc(O)c(CNCc2ccccc2)c1 | 2 | 1

Single entries from the results shown.
`O=C(CCCC(=O)N/N=C/c1ccccc1C(=O)O)N/N=C/c1ccccc1C(=O)O` in H9c2 TAG inh DAPI viability is listed with 2
`O=c1c(/C=N/Nc2ccccc2)c(Sc2nnnn2-c2ccccc2)nc2ccccn12` in H9c2 TAG inh is listed with -215
`Cc1ccc(S(=O)(=O)N2CCC(C(=O)NNC(=O)c3ccncc3)CC2)cc1` in H9c2 TAG inh is listed with 1
`COc1ccccc1N(CC(=O)Nc1c(C)n(C)n(-c2ccccc2)c1=O)S(=O)(=O)c1ccccc1` in H9c2 TAG inh is listed with -2

Additional compounds.
SMILES | H9c2 TAG inh | H9c2 TAG inh DAPI viability
COc1ccc2cc1Oc1ccc(cc1)C[C@H]1c3c(cc4c(c3Oc3cc5c(cc3OC)CCN(C)[C@@H]5C2)OCO4)CCN1C | 13 | -5
COC(=O)c1c(-c2ccc(F)cc2)csc1NC(=O)C1CCCO1 (configuration not stated) | -36 | 9
NC(=O)C1(N2CCCCC2)CCN(S(=O)(=O)c2cc(Cl)sc2Cl)CC1 | -17 | 10
COC(=O)[C@]1(C)N[C@H](CN(C)C(=O)Nc2ccc(Cl)cc2)[C@@H]2C(=O)N(Cc3ccccc3)C(=O)[C@@H]21 | 10 | 7
CCC1(c2ccccc2)NC(=O)N(CC(=O)Nc2cccnc2Cl)C1=O (configuration not stated) | 10 | -3
O=C(CCl)Nc1cc(SCC(O)CO)cc([N+](=O)[O-])c1 (configuration not stated) | 25 | -22
CCn1c(CCC(=O)Nc2nc3c(s2)CCCC3)nc2cc(S(=O)(=O)N(C)C)ccc21 | -10 | 1
O=C(COc1ccc(Cl)cc1)Nc1c(-c2cccs2)nc2ccccn12 | 6 | 0
CC(=O)N1C(=O)C2(C(C#N)=C(N)Oc3n[nH]c(-c4ccccn4)c32)c2ccccc21 (configuration not stated) | 18 | -8
Cc1ccc(C(=O)OCC(=O)NC2CCCCCCC2)cc1C | 5 | -2
Cc1ccc(OCC(=O)Nc2ccc(S(=O)(=O)N3CCOCC3)cc2)c(Br)c1 | -15 | 1
COc1ccc(C2=NS(=O)(=O)N(C)C(C(=O)NCc3ccccc3)=C2)cc1OC | -9 | 9
CC(C)CNC(=O)c1ccccc1NC(=O)Nc1ccccc1 | 9 | -8
CC[C@@]1(O)C(=O)OCc2c1cc1n(c2=O)Cc2cc3c(CN(C)C)c(O)ccc3nc2-1 | -3 | -32
Cc1ccc(O)c(NC(=O)CCC2CCCCC2)c1 | -15 | -14
Cc1noc(C)c1NC(=O)N(C)C[C@H]1Oc2c(NC(=O)C3CC3)cccc2C(=O)N([C@H](C)CO)C[C@@H]1C | -13 | -3
CCCc1cc(=O)[nH]c(SCC(=O)N2c3ccccc3CC2C)n1 (configuration not stated) | 1 | -9
O=C(Nc1ccc(NC(=O)c2cccs2)cc1)c1ccc(Br)o1 | 35 | 4
COCCNC(=O)c1ccc(CN2CCC(Cc3ccccc3)CC2)cc1 | 0 | -3
CCCC(C)(C)C(=O)N1CCC1(C)C(=O)NS(=O)(=O)c1cccc(Cl)c1 (configuration not stated) | 14 | -11
O=C(Nc1nc(-c2cccs2)cs1)c1cccc(S(=O)(=O)N2CCCCC2)c1 | 30 | 7
Cc1ccc(SCC(=O)O/N=C(\N)c2ccncc2)cc1 | -12 | -6
Cc1ccc(-c2n[nH]c(=O)c3ccccc23)cc1S(=O)(=O)NCCO | -7 | -3
COc1ccc(NC(=O)CN(C)C(=O)c2ccc3[nH]c4c(c3c2)CC(C)CC4)cc1 (configuration not stated) | -2 | 6
Cc1cc(NC(=O)c2c(-c3c(Cl)cccc3Cl)noc2C)n(C)n1 | 0 | 7

Profiles, looked up by structure. Order of screens: H9c2 TAG inh	H9c2 TAG inh DAPI viability
Shown for `COc1ccc(NC(=O)CN(C)C(=O)c2ccc3[nH]c4c(c3c2)CC(C)CC4)cc1` (configuration not stated) = -2	6
Shown for `Cc1ccc(C(=O)OCC(=O)NC2CCCCCCC2)cc1C` = 5	-2
Shown for `CC(C)CNC(=O)c1ccccc1NC(=O)Nc1ccccc1` = 9	-8

(more compounds)
SMILES | H9c2 TAG inh | H9c2 TAG inh DAPI viability
CN(CCC#N)C(=S)NC(=O)c1ccc(S(=O)(=O)N2CCOCC2)cc1 | 3 | 0
Cc1ccc2[nH]c3c(=O)n(CCc4cnc[nH]4)cnc3c2c1 | 4 | -3
CN(Cc1nc2ccccc2c(=O)[nH]1)C(=O)c1cccc(S(=O)(=O)N2CCCC2)c1 | 8 | -5
CCN(CC)c1nc(N2CCOCC2)c(C#N)c2c1CN(C)CC2 | 5 | 0
Nc1c(N(Cc2ccccc2)C(=O)COc2cccc(Cl)c2)c(=O)[nH]c(=O)n1Cc1ccccc1 | 0 | -4
N#Cc1cccc(C#N)c1Oc1ccc(N)cc1 | 3 | -2
Cc1nc2sccn2c1-c1nc(-c2cc3ccccc3o2)cs1 | 6 | 14
COc1ccc(C(=O)C2CCCN(S(=O)(=O)c3cccc(C)c3)C2)c(C)c1 (configuration not stated) | -21 | -4
CSc1ccccc1C(=O)N1CCCCC1 | -20 | 2
Cc1cc(C)c(C(=O)COC(=O)CN2C(=O)NC3(CCCC3)C2=O)cc1C | 1 | 0
COc1ccc2c(c1)c1ncn(CC3CCCO3)c(=O)c1n2C (configuration not stated) | -10 | 17
CC(=O)N1CCN(C(=O)Nc2cccc(C(F)(F)F)c2)CC1 | 4 | -7
CN(C)S(=O)(=O)c1cccc(NC(=O)c2ccc(Sc3nncn3C)c([N+](=O)[O-])c2)c1 | -6 | -6
COc1ccc([C@H]2CC(=O)C=C(c3cccc4c3sc3ccccc34)C2)cc1OC | -2 | -2
Cc1cccc(C2c3[nH]c4ccccc4c3CCN2C(=O)c2cc(CC(C)C)[nH]c(=O)n2)n1 (configuration not stated) | 1 | -7
COCCNC(=O)C1(C)C=CC2(CCCCC2)N1C(=O)c1ccccc1 (configuration not stated) | -6 | 1
O=C(O)CC(NNC(=O)c1ccccc1)C(=O)Nc1ccc([N+](=O)[O-])cc1 (configuration not stated) | -1 | 4
CCCCN1CC(=O)N2[C@H]3c4ccccc4OC[C@@H]3[C@H](C(=O)OCC)[C@]2(C)C1=O | -20 | 4
O=C(c1ccco1)N1CCN(c2nc3ccccc3c(=O)n2-c2ccccc2)CC1 | -5 | 25
Cc1cccnc1NC(=O)C1COc2ccccc2O1 (configuration not stated) | 8 | -14
Cc1ccccc1OCC(=O)OCC(=O)c1cc(C)n(C2CC2)c1C | -3 | 11
Cc1cccc(Cn2c(SCC(=O)Nc3ccccc3)nc3c2c(=O)[nH]c(=O)n3C)c1 | -1 | -6
Cc1ccc(NC(=O)COC(=O)C2CCN(c3ccc(C(F)(F)F)cn3)CC2)cc1 | -4 | -1
COc1cc(C(=O)NC(=S)N(CCc2ccccc2)CCc2ccccc2)cc(OC)c1OC | 7 | -4
O=C(NNC(=O)c1ccc(F)cc1F)c1ccc(-n2cnnn2)cc1 | -10 | 3
SMILES | H9c2 TAG inh | H9c2 TAG inh DAPI viability
Cc1occc1C(=O)N/N=C/C(Br)=C/c1ccccc1 | -5 | -3
COc1ccc(/C=C/C(=O)NNc2c(F)c(F)cc(F)c2F)cc1OC | -4 | -6
O=C(O)c1ccccc1-c1ccccc1C(=O)NCc1ccccc1F | 2 | 6
CCCCN1C(=O)C(=O)NC[C@@H]1C(C)CC (some centres not stated) | 2 | -3
c1ccc2c(CSc3ncnc4nc[nH]c34)cccc2c1 | -7 | -7
COc1ccc(-c2cc(=O)c3c(C)cc(O)cc3o2)cc1 | -13 | 7
COc1ccccc1-c1nc2n(n1)C(c1ccc(Cl)cc1)C(C(N)=O)=C(C)N2 (configuration not stated) | 6 | 2
CC(=O)Nc1cc(-c2ccc(N3CCN(C)CC3)cc2)cn2c(-c3cccc(C(C)=O)c3)cnc12 | 6 | 23
COc1ccc(CCN2CC(C(=O)NCc3nc(C)c(C)s3)CCC2=O)cc1 (configuration not stated) | 7 | -10
N#CCC(=O)N1CCN(C=O)CC1 | -7 | -8
CCCCC(=O)Nc1cccc(NC(=O)CC)c1 | -1 | 9
CCOC(=O)C1=C(C)OC(N)=C(C#N)C1C1CCCCC1 (configuration not stated) | -3 | 1
COc1ccc(N2C(=O)C(CC(=O)Nc3ccc(Cl)cc3)N(NC(=O)c3cccc(F)c3)C2=S)cc1 (configuration not stated) | 8 | 1
O=C(CNC(=O)c1ccccc1F)OCC(=O)N1CCCCC1 | -8 | 7
N#Cc1ccccc1NC(=O)Nc1cccc(Cl)c1 | -7 | -3
CC(=O)Nc1ccc2c(c1)C(=O)N(c1ccc(C)cc1)C2=O | 12 | -7
Cc1nc2c(O)c3c(c(O)c2nc1C)C1C=CC3CC1 | 18 | -8
NC(=O)C1CC(=O)N(c2ccc(OCC(=O)Nc3ccccc3F)cc2)C1 (configuration not stated) | -3 | 1
Cc1ccc(S(=O)(=O)N2CCN(C(=O)N3CCOCC3)CC2)c(C)c1 | -10 | -5
CC1(C)CC(=O)C(C=NCCN2CCN(C(=O)CC3CCCC3)CC2)=C(O)C1 | 6 | -6
CN(CC(=O)NCc1cccs1)S(=O)(=O)c1cccc2cccnc12 | -15 | 9
CCN(CC)CCOC(=O)c1ccc([N+](=O)[O-])cc1 | 6 | 0
O=C(N1CCCCC1)C12CC3CC(C1)CC(C(=O)N1CCCCC1)(C3)C2 | 40 | -10
O=C(NCC1CCCO1)c1ccc2c(=O)n(Cc3ccco3)c(SCC(=O)N3CCCC3)nc2c1 (configuration not stated) | -27 | 14
C/C(=N\NC(=O)C(N)=O)c1cccc(C(F)(F)F)c1 | -9 | 6
COc1ccc(CN(C)C(=O)c2ccc(NC(=O)CC3SC(N4CCCCC4)=NC3=O)cc2)c(OC)c1 (configuration not stated) | 3 | -4
Cc1ccc(C(=O)N2CCN(Cc3ccccc3)CC2)o1 | -3 | -1
COC(=O)c1nc(NC(=O)c2ccc(Br)cc2)n[nH]1 | 1 | -3
O=C(c1ccc2c(c1)C(=O)N(CCCO)C2=O)c1ccc2c(c1)C(=O)N(CCCO)C2=O | 2 | -8

A draw from above in order of heavy-atom count, lowest first:
SMILES | H9c2 TAG inh | H9c2 TAG inh DAPI viability
Cc1occc1C(=O)N/N=C/C(Br)=C/c1ccccc1 | -5 | -3
O=C(O)c1ccccc1-c1ccccc1C(=O)NCc1ccccc1F | 2 | 6
CC1(C)CC(=O)C(C=NCCN2CCN(C(=O)CC3CCCC3)CC2)=C(O)C1 | 6 | -6

4 entries from above in a different format.
O=C(O)CC(NNC(=O)c1ccccc1)C(=O)Nc1ccc([N+](=O)[O-])cc1 (configuration not stated)
  H9c2 TAG inh = -1; H9c2 TAG inh DAPI viability = 4

CCCCN1CC(=O)N2[C@H]3c4ccccc4OC[C@@H]3[C@H](C(=O)OCC)[C@]2(C)C1=O
  H9c2 TAG inh = -20; H9c2 TAG inh DAPI viability = 4

O=C(c1ccco1)N1CCN(c2nc3ccccc3c(=O)n2-c2ccccc2)CC1
  H9c2 TAG inh = -5; H9c2 TAG inh DAPI viability = 25

Cc1cccnc1NC(=O)C1COc2ccccc2O1 (configuration not stated)
  H9c2 TAG inh = 8; H9c2 TAG inh DAPI viability = -14

These rows are one share of the data; count on the stated rates, not on these rows.
